CHT inh = inhibitors of human choline transporter CHT; CHT-expressing cells, membrane potential dye, choline response; stronger effect = lower value; B-score at 10 µM; hit rate 0.86% among 310,000; AID 488975, 2010;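 active = B-score over 3 SD under the library average, and starting fluorescence ratio not unusually high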;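 note: choline stimulus applied at its EC90 after an EC20 pre-addition; B-score computed on integrated fluorescence ratio after choline addition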
Target sequence (Q9GZV3 whole entry, looked up): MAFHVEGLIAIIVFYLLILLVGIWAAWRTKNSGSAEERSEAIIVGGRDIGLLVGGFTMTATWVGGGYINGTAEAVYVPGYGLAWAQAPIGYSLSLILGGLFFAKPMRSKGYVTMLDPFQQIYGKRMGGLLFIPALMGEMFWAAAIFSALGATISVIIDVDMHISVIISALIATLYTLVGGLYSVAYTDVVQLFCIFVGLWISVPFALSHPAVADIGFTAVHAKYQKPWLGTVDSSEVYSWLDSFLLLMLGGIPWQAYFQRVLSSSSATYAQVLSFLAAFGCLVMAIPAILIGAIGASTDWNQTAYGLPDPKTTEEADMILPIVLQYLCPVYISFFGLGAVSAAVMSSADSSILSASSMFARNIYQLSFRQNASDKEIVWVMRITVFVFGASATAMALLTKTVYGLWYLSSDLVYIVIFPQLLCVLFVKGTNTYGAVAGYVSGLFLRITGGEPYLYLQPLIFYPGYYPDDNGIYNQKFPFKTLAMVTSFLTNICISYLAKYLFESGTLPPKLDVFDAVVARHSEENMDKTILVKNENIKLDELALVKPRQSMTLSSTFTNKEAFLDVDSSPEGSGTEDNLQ
Kir21 block = inhibitors of mouse Kir2.1 inward-rectifier potassium channel; Inward rectifier potassium channel 2 (Mus musculus), P35561; HEK293-Kir2.1, FluxOR thallium flux fluorescence; stronger effect = lower value; B-score at 10 µM; hit rate 0.85% among 310,000;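 active = fluorescence ratio B-score at or below minus 3 SD of library scores, with starting-brightness B-score within 2 SD, cut at about -4.2 in these data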;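 note: channel flux triggered by added potassium and thallium sulfate stimulus; B-score of peak minus minimum fluorescence over baseline after thallium stimulus; more negative B-score means stronger Kir2.1 block with less thallium influx; some compounds called inactive have numbers as strong as hits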
Target sequence (P35561 whole entry, looked up): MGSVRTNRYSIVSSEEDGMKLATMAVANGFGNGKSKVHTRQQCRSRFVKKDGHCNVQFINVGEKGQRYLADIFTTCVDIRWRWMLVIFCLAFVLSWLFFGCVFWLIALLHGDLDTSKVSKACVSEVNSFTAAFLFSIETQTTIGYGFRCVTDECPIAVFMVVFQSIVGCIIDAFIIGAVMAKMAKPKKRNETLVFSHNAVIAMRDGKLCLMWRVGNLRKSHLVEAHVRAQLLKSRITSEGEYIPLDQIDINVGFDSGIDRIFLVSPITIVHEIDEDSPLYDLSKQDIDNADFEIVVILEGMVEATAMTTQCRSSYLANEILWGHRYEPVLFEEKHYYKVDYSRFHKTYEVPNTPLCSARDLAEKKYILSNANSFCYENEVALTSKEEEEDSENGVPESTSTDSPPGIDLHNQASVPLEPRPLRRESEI
KCNQ2 inh = KCNQ2 potassium channel inhibitors, primary screen, cell-based, CHO-K1, FluxOR thallium flux, B-score (AID 2156); Potassium voltage-gated channel subfamily KQT member 2 (Rattus norvegicus), O88943; 20 min; stronger effect = lower value; B-score at 10 µM; hit rate 1.1% among 310,000;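 active = fluorescence ratio B-score at most minus 3 library SDs, with starting brightness B-score within 2 library SDs, cut at about -5.5 in these data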
An asterisk follows results filed as active; i = inactive; . = no result given.

SMILES	CHT inh	Kir21 block	KCNQ2 inh
CS(=O)(=O)N1CCN(c2ccccc2NC(=O)c2ccc(Br)o2)CC1	i	-1.48	i
CC(=O)n1nc(-c2ccccc2)nc1NCc1ccc(N(C)C)cc1	i	1.25	i
O=C(CSc1nnc(-c2cccc(S(=O)(=O)N3CCCC3)c2)n1-c1ccccc1)Nc1ccc(C(=O)O)cc1	i	-0.4	i
Cc1onc(-c2c(Cl)cccc2Cl)c1C(=O)N1CCOCC1	i	0.24	i
COc1ccc(C(=O)NC(=S)Nc2ccc([N+](=O)[O-])cc2C)cc1OC	i	-1.41	i
COc1ccc(OC)c(NC(=O)C(=O)NNC(=O)c2cccs2)c1	i	0.02	i
COc1cccc(NC(=O)COC(=O)CCn2c(C)csc2=O)c1	i	-0.01	i
O=C(CCC(=O)c1ccc(F)cc1)Nc1ccccc1Cl	i	-0.27	i
COc1cccc(C(=O)OCn2nnc3ccccc3c2=O)c1	i	1.27	i
CC(N=C1NS(=O)(=O)c2ccccc21)C(=O)N1CCc2ccccc2C1 (stereo not given)	i	0.13	i
COC(=O)c1cccc(S(=O)(=O)N2CCC(NC(=O)NC34CC5CC(CC(C5)C3)C4)CC2)c1	i	-0.87	i
COc1cc(Cl)c(C)cc1NC(=O)c1cccc(OC)c1OC	i	2.19	i
N#Cc1cc2c(nc1SCc1ccccc1)CCC2	i	1.39	i
CC(=O)OC(CC(=O)O)C[N+](C)(C)C (stereo not given)	i	0.95	i
Oc1c(Cl)cc(Cl)cc1CNn1cnnc1	i	1.42	i
CCOc1ccc(Cl)cc1S(=O)(=O)NCc1ccccn1	i	-0.32	i
Cc1ccc(S(=O)(=O)/N=C(/Nc2ccc(F)cc2F)c2ccccc2)cc1	i	-0.38	i
COc1ccc(C(C)=O)cc1COc1ccccc1[N+](=O)[O-]	i	-2.01	i
COc1ccc(Cl)cc1NC(=O)C1CCCN(c2ncnc3c2nc2n3CCCCC2)C1 (stereo not given)	-5.19*	-0.67	i
C=C(C)CN(CC)C(=O)CSc1nc2ncc(Cl)cc2[nH]1	i	1.31	i
COC(=O)C/C=C/[C@@H](C)[C@@H](/C=N/OC[C@H]1O[C@H](c2ccccc2)C=C[C@@H]1Oc1ccc(OC)cc1)NS(=O)(=O)c1ccc(C)cc1	.	0	i
Cc1nnc(NC(=O)C2CCN(c3cnccn3)CC2)s1	i	2.3	i
O=C(NCC1CCCCC1)c1cc(S(=O)(=O)N2CCCCC2)ccc1N1CCOCC1	i	0.07	i
COc1cccc(-c2ccc(-c3noc(-c4ccccc4F)n3)c(OC)n2)c1	i	0.16	i
CC(=O)Oc1ccc(Cn2cnc3cc4ccccc4cc32)cc1	i	0.71	i
COc1cccc(C(c2c(NC(=O)c3ccccc3)sc(C)c2C)N2CCN(C)CC2)c1 (stereo not given)	i	-2.36	i
Cc1nnc(N(C)C(=O)c2ccc3c(c2)OCO3)s1	i	1.9	i
O=C1c2ccccc2C(Nc2cccnc2)N1Cc1ccccc1Cl (stereo not given)	i	-1.49	i
CC1(C)C2CCC(C2)C1(C)NC(=O)CN1CCCC1 (stereo not given)	i	-0.28	i
COc1cc(COc2ccc3c(C)c(CCC(=O)O)c(=O)oc3c2)cc(OC)c1OC	i	-0.02	i
Cc1cc(C(=O)CC#N)c(C)n1-c1c(C)n(C)n(-c2ccccc2)c1=O	i	-1.46	i
CCOC(=O)c1ccc(NC(=S)Nc2ccc3[nH]c(=O)[nH]c3c2)cc1	i	-1.78	i
c1cc(-c2nn[nH]n2)ccc1CN1CCCCC1	i	1.09	i
O=C(COC(=O)c1cc(=O)[nH]c(=O)[nH]1)NCc1ccccc1	i	0.38	i
O=C(Nc1ccccc1F)c1ccc(CN2CCN(c3ccccc3)CC2)cc1	i	0.07	i
c1ccc(-c2ccc(-c3ccccn3)s2)nc1	i	1.75	i
Cc1ccc(-n2c(-c3c(-c4ccccc4)noc3C)n[nH]c2=S)cc1	i	1.46	i
CCOC(=O)c1sc(C)c2c(=O)n(Cc3ccc(Cl)cc3)cnc12	i	0.19	i
O=C(NCCc1ccc(Cl)cc1)C1CCC(=O)N1Cc1ccc(F)cc1 (stereo not given)	i	0.05	i
O=C1CCSc2ccc(Cl)cc2N1Cc1cccc(Cl)c1	i	-1.8	i
Nc1nonc1-n1nnc(C(=O)N/N=C/c2ccccc2)c1CSc1ccc(Cl)cc1	i	-1.24	i
O=C1c2cccnc2C(=O)N1Cc1ccc(S(=O)(=O)N2CCN(c3ccc(Cl)cc3)CC2)cc1	i	0.02	i
O=S(NC1CCCCC1)C12CC3CC(CC(C3)C1)C2 (stereo not given)	i	-0.01	i
CN(CC(=O)Nc1ccc(N2CCOCC2)cc1)CC(=O)Nc1ccc(N2CCOCC2)cc1	i	-0.87	i
O=C(CSc1nc2ccccc2n1CC(=O)N1CCCC1)NCc1ccc2c(c1)OCO2	i	-0.75	i
Cc1ccc(SCCNC(=O)c2ccccc2C)cc1	i	0.4	i
CCOC(=O)/C=C1\CN(CCC(C)C)S(=O)(=O)c2ccccc21	i	-2.2	i
CC1CCCCN1S(=O)(=O)c1cnc(Cl)c(Br)c1 (stereo not given)	i	-2.4	i
COc1cc(/C=C/c2noc(-c3ccccc3O)n2)cc(OC)c1OC	i	0.72	i
CCCc1cc(=O)[nH]c(SCC(=O)c2cc(C)n(CCOC)c2C)n1	i	-2.07	i
O=C(Cc1ccccc1)Nc1ccc(S(=O)(=O)N2CCOCC2)cc1	i	-1.66	i
CCOC(=O)c1cc(=O)c2c([N+](=O)[O-])ccc(OC)c2o1	i	0.07	i
O=C(N/N=C/c1ccc(OC(F)F)cc1)C1=COCCO1	i	-2.23	i
CC(=O)Nc1ccc(NC(=O)c2cc(=O)c3ccc(C)cc3o2)cc1	i	-0.15	i
O=C(NCCCc1ccccc1)c1ccc(CS(=O)Cc2ccccc2Cl)o1 (stereo not given)	i	-3.23	i
O=C(Nc1ccc(Cl)cc1)OCc1cncs1	i	-1.61	i
Cc1noc(C)c1S(=O)(=O)Nc1ccccc1Cl	i	1.28	i
NC(=O)C1=C[C@H](c2ccc3c(c2)OCO3)C[C@H](OCc2ccc(CO)cc2)O1	i	-3.05	i
Cc1cc(C)c2c(c1)/C(=N/Nc1ccc(S(N)(=O)=O)cc1[N+](=O)[O-])CCC2	i	-1.16	i
COc1ccc(CCN(Cc2cccs2)S(=O)(=O)c2ccc(S(=O)(=O)N(C)C3CCCCC3)cc2)cc1OC	i	0.34	i

An excerpt from above in order of their number in Kir21 block, highest first.
SMILES	CHT inh	Kir21 block	KCNQ2 inh
COc1cc(/C=C/c2noc(-c3ccccc3O)n2)cc(OC)c1OC	i	0.72	i
O=S(NC1CCCCC1)C12CC3CC(CC(C3)C1)C2 (stereo not given)	i	-0.01	i
CC(=O)Nc1ccc(NC(=O)c2cc(=O)c3ccc(C)cc3o2)cc1	i	-0.15	i
Nc1nonc1-n1nnc(C(=O)N/N=C/c2ccccc2)c1CSc1ccc(Cl)cc1	i	-1.24	i
CCOC(=O)/C=C1\CN(CCC(C)C)S(=O)(=O)c2ccccc21	i	-2.2	i
CC1CCCCN1S(=O)(=O)c1cnc(Cl)c(Br)c1 (stereo not given)	i	-2.4	i
NC(=O)C1=C[C@H](c2ccc3c(c2)OCO3)C[C@H](OCc2ccc(CO)cc2)O1	i	-3.05	i

Other records follow.
SMILES	CHT inh	Kir21 block	KCNQ2 inh
Cc1cc2ncc(-c3cccc(Cl)c3)cn2n1	i	-0.11	i
NCCCCCc1nnc(SCc2ccc(Cl)c(Cl)c2)o1	-5.41*	-0.89	i
CCOc1ccc(S(=O)(=O)N2CCCC(C(=O)N3CCOCC3)C2)cc1C (stereo not given)	i	0.34	i
CCOc1ccc2[nH]c(=O)c(C(c3nnnn3C3CCCCC3)N3CCN(CC)CC3)cc2c1 (stereo not given)	i	0.98	i
COCCCNC(=O)Cn1cc2c(n1)CCC(C)C2 (stereo not given)	i	-0.5	i
CN1CCN(C(c2cc3cc4c(cc3[nH]c2=O)OCCO4)c2nnnn2C2CCCC2)CC1 (stereo not given)	i	-0.47	i
N#CC(c1ccccc1)N(CCCCl)C(=O)c1ccccc1 (stereo not given)	i	-4.6*	i
O=c1nc2s/c(=C\c3ccc(-c4ccccc4[N+](=O)[O-])o3)c(=O)n2nc1-c1ccccc1	.	-0.92	i
O=C(c1ccccc1)N1CCN(c2ncnc3c2cnn3-c2ccccc2)CC1	i	1.41	i
C=CCNC(=S)N/N=C(\C)c1ccc(OC)cc1	i	0.02	i
CC(C)=NN/C(N)=N/C(=S)Nc1ccc(C)cc1	i	-0.22	i
C=CCNc1nc(N2CCCCC2)c(C#N)c2c1CN(Cc1ccccc1)CC2	i	-1.16	i
COc1ccc(C2Nc3ccccc3C(=O)N2NS(C)(=O)=O)cc1 (stereo not given)	i	-0.16	i
COc1ccc(CCCC(=O)NC2CCCCC2C)c(C)c1 (stereo not given)	i	-1.14	i
COc1cc(C(=O)Nc2sc3c(c2C#N)CCN(C(C)=O)C3)cc(OC)c1OC	i	0.75	i
CCOc1cc(-c2conc2N)cc(OCC)c1OCC	i	-1.31	i
O=C(CN1CCN(Cc2ccccc2)CC1)Nc1ccc(Cl)cn1	i	-0.74	i
Cc1nc(NCCc2ccccc2)sc1C(=O)O	i	-0.12	i
Cc1c(C)c2ccc(OC(C)C(=O)NCCCN3CCOCC3)c(C)c2oc1=O (stereo not given)	i	0.77	i
COC(=O)c1cccc(Nc2nc(-c3cccnc3)nc3ccccc23)c1	i	0.23	i
Cc1[nH]c(=S)c(C#N)c(C)c1Cc1ccccc1	i	-1.4	i
Cc1oc(-c2ccccc2Cl)[n+]([O-])c1C	i	0.17	i
CCc1nn(CC(=O)NC(C)CCc2ccccc2)c(=O)c2cc3occc3n12 (stereo not given)	i	0.65	i
O=C(N[C@H](C(=O)O)c1ccccc1)C1CCC(Cn2nnc3ccccc3c2=O)CC1 (stereo not given in full)	i	-0.37	i
Cc1ccc(CN2CC(C(=O)O)CC2=O)cc1 (stereo not given)	i	0.42	i
CN1CCN(C(=O)CN(C)S(=O)(=O)c2ccc3ccccc3c2)CC1	i	0.03	i
O=C(CCN1C(=O)/C(=C/c2ccccc2F)SC1=S)Nc1cccnc1	i	-0.01	i
Cc1cc(C)n2nc(SCCOc3ccc(F)cc3)nc2n1	i	-0.31	i
CN(C)/C=C/C(=O)C(F)(F)F	i	-0.44	i
CCOC(=O)COc1cc(OCC(=O)OCC)c2c3c(c(=O)oc2c1)CCCC3	i	-0.64	i
COc1cccc(NC(=O)COC(=O)c2ccc(F)cc2F)c1	i	-0.46	i
CC1=C(C)C(c2ccccc2)NC(=S)N1 (stereo not given)	i	-0.05	i
CCn1c(=N)n(CC(=O)c2ccc(Cl)c(Cl)c2)c2ccccc21	i	-1.41	i
Cc1occc(=O)c1OCc1c(F)cccc1Cl	i	-1.53	i
O=C1NCCCC1C(=O)N/N=C/c1ccc([N+](=O)[O-])cc1 (stereo not given)	i	1.06	i
COC(=O)CNC(=O)Cn1cnc2sc(C)c(S(=O)(=O)N3CCC(C)CC3)c2c1=O	i	1.71	i
CCC(C)(C)NC(=O)C(c1ccc(F)cc1)N(Cc1ccco1)C(=O)c1snc(C(N)=O)c1N (stereo not given)	i	0.22	i
COc1ccc(S(=O)(=O)N2CCOCC2)c(Cl)c1Cl	i	-2.87	i
COc1ccc(Cl)cc1C(=O)Nc1cccc2ncccc12	i	-0.32	i
C=CCOc1nc2sc(C)c(C)c2c(=O)n1-c1ccccc1	i	0.39	i

Some entries already given, reduced to Kir21 block and CHT inh:
SMILES | Kir21 block | CHT inh
COc1ccc(OC)c(NC(=O)C(=O)NNC(=O)c2cccs2)c1 | 0.02 | i
COc1cccc(NC(=O)COC(=O)CCn2c(C)csc2=O)c1 | -0.01 | i
O=C(CCC(=O)c1ccc(F)cc1)Nc1ccccc1Cl | -0.27 | i
COc1cccc(C(=O)OCn2nnc3ccccc3c2=O)c1 | 1.27 | i

3 compounds from above, ordered by heavy-atom count, high to low.
SMILES	CHT inh	Kir21 block	KCNQ2 inh
Cc1[nH]c(=S)c(C#N)c(C)c1Cc1ccccc1	i	-1.4	i
Cc1ccc(CN2CC(C(=O)O)CC2=O)cc1 (stereo not given)	i	0.42	i
CC1=C(C)C(c2ccccc2)NC(=S)N1 (stereo not given)	i	-0.05	i

Following part.
SMILES	CHT inh	Kir21 block	KCNQ2 inh
Cc1cc(=O)oc(C)c1C(=O)N1CCN(c2ccc(F)cc2)CC1	i	-1.32	i
COc1ccc(C2Nc3ccccc3C(=O)N2NC(C)=O)c(OC)c1 (stereo not given)	i	0.95	i
Cc1csc(NC(=O)C(NS(=O)(=O)c2ccc(Br)s2)c2ccccc2)n1 (stereo not given)	i	2.05	i
CC1=C(C)CC(C(=O)NCc2c(F)cccc2Cl)C(C(=O)O)C1 (stereo not given)	i	0.12	i
Cc1cccc(NC(=O)Nc2ccc(Oc3c(F)c(F)c(F)c(F)c3F)cc2)c1	i	-0.14	i
CSc1cccc(NC(=O)COc2ccccc2C)c1	i	0.49	i
CCc1ccc(S(=O)(=O)Nc2nccs2)cc1	i	-1.05	i
CCOC(=O)CNC1CC(=O)N(c2cccc(Cl)c2)C1=O (stereo not given)	i	0.59	i
Cc1ccc(S(=O)(=O)NCC(=O)N2CCN(c3ccccn3)CC2)cc1	i	-1.49	i
COc1ccc(/C=C/C(=O)N2CCC(c3ccccc3)C2)cc1 (stereo not given)	i	1.29	i
COc1cc(C2NC(=S)NC(c3ccccc3)=C2C(C)=O)cc(Br)c1OCC(N)=O (stereo not given)	i	0.03	i
Cc1nc(S/C(=C/c2ccc(-c3ccc(C(=O)O)cc3)o2)C(=O)O)n[nH]1	i	-0.83	i
Cc1cc(Cl)ccc1OCCCC(=O)N1CCN(C)CC1	i	1.54	i
